PV pol inh: inhibitors of poliovirus RNA polymerase binding and polymerization; P03300; poliovirus polymerase elongation, fluorescence polarization; active compounds read low; % elongation, % (compound at 16.7 µg/mL); 0.66% of 150,000 active; AID 588519; in the data active means % elongation below about 90%; further: some results filed as inactive read as strong as hits
Target sequence (P03300 1749-2209 limits assumed): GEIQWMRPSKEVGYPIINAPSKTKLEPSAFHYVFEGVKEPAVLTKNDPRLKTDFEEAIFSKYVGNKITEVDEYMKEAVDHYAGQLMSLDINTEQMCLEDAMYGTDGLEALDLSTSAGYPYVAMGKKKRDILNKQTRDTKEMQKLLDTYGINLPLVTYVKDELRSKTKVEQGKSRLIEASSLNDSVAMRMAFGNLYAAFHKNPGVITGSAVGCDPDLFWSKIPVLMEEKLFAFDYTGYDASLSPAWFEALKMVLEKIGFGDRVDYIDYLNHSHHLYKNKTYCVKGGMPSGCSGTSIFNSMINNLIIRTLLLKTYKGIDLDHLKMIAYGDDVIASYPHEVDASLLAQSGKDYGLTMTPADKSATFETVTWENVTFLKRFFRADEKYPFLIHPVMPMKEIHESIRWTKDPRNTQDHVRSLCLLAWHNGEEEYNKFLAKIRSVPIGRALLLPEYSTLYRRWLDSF
PV pol inh FP z-score: second read-out of PV pol inh, no call of its own (marks repeat the call); z-score; measured here: FP z-score; hits read low
An asterisk follows results filed as active. Some of the compounds tested. The share of hits here may be higher or lower than overall.

| smiles | PV pol inh | PV pol inh FP z-score |
| --- | --- | --- |
| O=C(Cn1nnc(N2CCOCC2)n1)c1ccc(Cl)cc1 | 101.0 | 0.1 |
| C#CC(CC)(CC)NC(=O)c1ccccc1Br | 102.0 | 0.1 |
| COC(=O)c1c(N)c(C#N)c2n1CCCC2 | 105.0 | 0.7 |
| CCN(Cc1ccccc1)C(=O)c1ccc2c(Cl)c3c(nc2c1)CCCC3 | 98.0 | -2 |
| Cc1[nH]c2ccccc2c1C(=O)C(C)N1CCN(c2ncc(C(F)(F)F)cc2Cl)CC1 (stereo not given) | 106.0 | 0.6 |
| Cc1ccc(-c2ccc(CCC(=O)O)n2C(C)C)cc1 | 102.0 | -0.1 |
| Cc1ccccc1OCC(O)CN(Cc1ccccc1)Cc1ccco1 (stereo not given) | 95.0 | -0.3 |
| Cc1cccc(C)c1NS(=O)(=O)c1ccc2c(c1)[C@H]1C=CC[C@H]1[C@@H](c1ccc(Cl)cc1)N2 | 135.0 | 3.9 |
| CCCCN(C(=O)C1=CC=CN2CCS(=O)(=O)N=C12)c1ccccc1 | 101.0 | 0 |
| COC(=O)c1c(NC(=O)C(F)(F)F)sc2c1CCCC2 | 88.0* | -1.5* |
| Cc1ccc(-c2csc3ncnc(NCCO)c23)cc1 | 108.0 | 0.6 |
| CC(=O)Nc1ccc(NS(=O)(=O)c2ccc3[nH]c4c(c3c2)CCCCC4)cc1 | 113.0 | 1 |
| CS(=O)(=O)Nc1ccc(C(=O)CSc2ccc3c(c2)OCCO3)cc1 | 109.0 | 0.7 |
| O=C(CN1C(=O)/C(=C\c2cccc(Cl)c2)Oc2ccccc21)NCC1COc2ccccc2O1 (stereo not given) | 102.0 | 0.1 |
| Cc1cccc(CNC(=O)Cn2nc(C)n3c(cc4cc(F)ccc43)c2=O)c1 | 104.0 | -0.6 |
| COc1ccc(C(O)c2nccc3cc(OC)c(OC)cc23)cc1OC (stereo not given) | 100.0 | -0.9 |
| COc1cc2c(cc1OC)C(c1ccc(Cl)cc1)=NCC2 | 110.0 | 1.3 |
| Cc1cc(C)n(-c2nc3cc(Cl)c(Cl)cc3nc2Nc2ccc(F)cc2C)n1 | 107.0 | 0.7 |
| CCN(CC)CCSc1c(C(C)C)cnc2c1c(=O)n(C)c(=O)n2C | 113.0 | 0.9 |
| O=C(CC(c1cccs1)N1Cc2ccccc2C1=O)Nc1ccccc1F (stereo not given) | 105.0 | -0.4 |
| COc1ccc(NC(=O)c2cccn2-c2nnc(N3CCCCC3)s2)cc1 | 105.0 | -0.5 |
| COc1cccc(CNC(=O)CCS(=O)(=O)c2ccc3c(c2)CC(C)N3C(=O)C2CC2)c1 (stereo not given) | 100.0 | -1.3 |
| NC(=O)Nc1ccc(C(=O)Nc2ccc3c(c2)CCC3)cc1 | 104.0 | 0 |
| Cc1oc2c(c(C)cc3oc(=O)c(CC(=O)NCc4ccccc4)c(C)c32)c1C | 110.0 | 0.3 |
| COc1ccc(C)cc1NC(=O)CSc1nc(=O)n(Cc2cccnc2)c2c1CCC2 | 111.0 | 1 |
| O=C1NC(c2ccco2)Nc2sc3c(c21)CCN(Cc1ccccc1)C3 (stereo not given) | 104.0 | 0.4 |
| CCOC(=O)c1c(C)[n+]([O-])c2ccc3c(non3O)c12 | 102.0 | 0.1 |
| Cc1cccc(NC(=O)CN(c2cccc(C(F)(F)F)c2)S(C)(=O)=O)c1 | 102.0 | 0.2 |
| Cn1c(CNc2cccc(Cl)c2)nnc1SCC(=O)OC1CCCCC1 | 101.0 | -0.4 |
| CN1CCc2c(sc3[nH]c(=S)n(-c4ccccc4)c(=O)c23)C1 | 103.0 | 1 |

Following part.
| smiles | PV pol inh | PV pol inh FP z-score |
| --- | --- | --- |
| c1ccc(CCN2CN=C(Nc3nc4ccccc4o3)NC2)cc1 | 102.0 | 0.5 |
| COc1ccc(C)cc1NC(=O)c1nnn(Cc2cccc(Br)c2)c1N | 102.0 | -1.1 |
| O=C(CSc1nc2ccccc2[nH]1)C1CC1 | 107.0 | 0.5 |
| CC(C)(C)C(=O)NC(Cc1c[nH]c2ccccc12)C(=O)O (stereo not given) | 100.0 | -1 |
| COc1ccc(OC)c(NC(=O)CN(C)S(=O)(=O)c2ccc3[nH]c4c(c3c2)CCCC4)c1 | 105.0 | -0.2 |
| CCn1c(=O)n(CC)c2cc(S(=O)(=O)NC(C)C)ccc21 | 103.0 | 0.6 |
| COc1ccc(C(=O)NCC(=O)N2CCc3ccccc3C2)cc1 | 95.0 | -1.3 |
| O=C(O)CN1N=C(c2ccc(Cl)cc2)CCC1=O | 100.0 | -0.6 |
| O=C1CCCc2cc(S(=O)(=O)N3CCC(C(=O)N4CCOCC4)CC3)ccc2N1 | 101.0 | 0.1 |
| CC(C(=O)NC(=O)NC1CCCCC1)N1CCN(S(=O)(=O)c2cc(Br)ccc2Br)CC1 (stereo not given) | 99.0 | -0.2 |
| CC(=O)Nc1cc2ccccc2cc1C(=O)O | 101.0 | -0.2 |
| CCOc1ccc(C(=O)Nc2cccc(-c3ccc(N4CCOCC4)nn3)c2)cc1OCC | 102.0 | 0.1 |
| O=C(Cn1cnc2c(oc3ccccc32)c1=O)N1CCCSC1=Nc1ccccc1Cl | 102.0 | 0 |
| CCN1CCN(C(=O)c2ccc3c(c2)N(Cc2ccccc2)C(=O)c2ccccc2S3=O)CC1 (stereo not given) | 100.0 | -0.8 |
| CCOC(=O)Nc1nc2c(ccc3ccccc32)s1 | 102.0 | 0 |
| COc1ccc(-c2cc(C(=O)Nc3c(C(=O)c4ccc(C)c(F)c4)oc4ccccc34)no2)cc1 | 107.0 | 0.1 |
| CC(C1CC1)N(CC(F)(F)F)C(=O)c1cnc2ccccc2n1 (stereo not given) | 98.0 | -0.2 |
| Cc1nc(CC(=O)Nc2ccc(C)c(C)c2)cs1 | 109.0 | 0.7 |
| Cc1ccc(S(=O)(=O)N2CCN(Cc3cc(=O)n4ccccc4n3)CC2)c(C)c1 | 100.0 | -0.4 |
| CCc1nc(-n2nnc3cc(C)c(C)cc32)c2c3c(sc2n1)CCCC3 | 104.0 | 0.6 |
| CN(C)C(CN=C1NS(=O)(=O)c2ccccc21)c1ccccc1 (stereo not given) | 104.0 | 0.2 |
| COc1ccc(CCNC(=O)Cn2cc(C(=O)c3ccc(Cl)cc3)c(=O)c3ccc(C)nc32)cc1OC | 118.0 | 2 |
| COc1ccc(CNC(=O)Cn2nc(C)c3nn(-c4ccc(Cl)cc4)c(C)c3c2=O)cc1 | 106.0 | -0.4 |
| CCSc1cccc2cccnc12 | 101.0 | -0.1 |
| CN(Cc1ccc(-c2ccc(Br)cc2)o1)C(=O)c1cccs1 | 103.0 | 0.4 |
| Cn1ccnc1C(=O)c1cccnc1 | 101.0 | -0.1 |
| COC(=O)c1sc(C(C)(C)C)cc1CS(=O)(=O)c1cc(C)c(Cl)cc1C | 105.0 | 0.4 |
| COc1cccc(C(=O)Nc2cnn(CCCC(=O)O)c2)c1 | 102.0 | 0.2 |
| CCOC(=O)c1ccc(N2C(=O)c3[nH]nc(-c4ccc(OCC)cc4)c3C2c2cccs2)cc1 (stereo not given) | 107.0 | 0 |
| O=C(Nc1ccc(Cl)cc1C(F)(F)F)c1cc(S(=O)(=O)NCc2ccccc2)ccc1F | 111.0 | 0.6 |

Additional structures:
Fields: PV pol inh, PV pol inh FP z-score
CCCC(=O)N1CCC2(CC1)OCCO2
    101.0, 0.4
Cc1ccnc2nc(NC(=O)c3cccnc3)nn12
    101.0, -0.3
COc1ccccc1C(=O)Nc1cccc(OCc2cc(=O)n3c(C)csc3n2)c1
    102.0, -1.3
COc1ccccc1NC(=O)C1=C(C)Nc2nnnn2C1c1cc(Br)c(O)c(OC)c1 (stereo not given)
    104.0, -0.2
Cc1cc(C)c2c(C)c(C(=O)NN)sc2n1
    113.0, 1.4
CCN1CCN(C(=S)N[P+](c2ccccc2)(N(CC)CC)N(CC)CC)CC1
    100.0, -0.1
CC(=O)N(CCc1ccccc1)CC1C(Oc2ccc(Cl)cc2)C(=O)N1c1ccccc1C (stereo not given)
    104.0, 0.8
O=C(Nc1cccc(C(F)(F)F)c1)C1CCC(Cn2c(=O)[nH]c3ccsc3c2=O)CC1 (stereo not given)
    104.0, 0.5
NC(=S)N/N=C/c1cccc(C(F)(F)F)c1
    99.0, -0.6
CC(CC(=O)OCc1ncc(-c2ccccc2)o1)c1ccccc1 (stereo not given)
    100.0, -0.3
CCOc1ccccc1CNC(=O)c1nc(-c2ccc(Cl)cc2)n2c1CCCCC2
    104.0, -0.5
C/C(CC(C)C)=N\Nc1ccc(Cl)c(C(=O)O)c1
    85.0, -1.4
Cn1c(=O)c2ccccc2n2c(=S)sc(-c3ccccc3)c12
    104.0, 1.2
Nc1ccccc1OCCOc1ccccc1N
    103.0, 0.5
CC1=NCCNC(C)=C1N1CCOCC1
    109.0, 0.8
CC(=NC1CCCCC1)c1sc2ccccc2c1O
    102.0, 0
Cc1ccccc1-c1nc(CN2CCC(C(=O)NC3CCCCC3)CC2)c(C)o1
    101.0, 0
CSC(=S)n1c(C)nc2ccccc21
    94.0, -2.3
NS(=O)(=O)c1ccc(NC(=O)CN2C(=O)SC(=C3CCCCC3)C2=O)cc1
    104.0, 0.2
O=c1cc(O)c2sc3nc(-c4ccco4)cc(C(F)(F)F)c3c2[nH]1
    96.0, -2.9
CN(C)c1ccc(/C=N/OC(=O)NC2CCCCC2)cc1
    104.0, 0.4
COC(=O)CCN(c1ccccc1)S(=O)(=O)c1cc(-c2cc(C)no2)ccc1OC
    107.0, -0.1
COc1ccc(S(=O)(=O)n2nc(C)c(S(=O)(=O)N3CCCCC3)c2C)cc1
    111.0, 0.9
Cc1ccc2c(c1)CCCN2CC(=O)N(c1ccccc1)C1CCCCC1
    102.0, -0.2
FC(F)(F)c1cccnc1SCc1ccc(Cl)cc1
    106.0, 0.4
CCN1CCc2c(sc(N)c2C#N)C1
    107.0, 0.4
CC1(C)Cc2ccccc2/C(=C/C(=O)N2CCOCC2)N1
    102.0, 0.1
COc1ccc(N(CC(=O)NCCc2ccccc2)S(=O)(=O)c2ccc(OC)c(OC)c2)cc1
    104.0, 0
CC(NC1=CC(=O)OC12CCCCC2)c1ccccc1 (stereo not given)
    100.0, 0
CC1=C(C(=O)Nc2cc(Cl)ccc2C)C(c2ccccc2F)n2ncnc2N1 (stereo not given)
    107.0, 0.3

Continuation:
Fields: PV pol inh, PV pol inh FP z-score
NS(=O)(=O)c1ccc(NC(=O)c2ccccc2C(=O)N2CCCCC2)cc1
    103.0, 0.2
Cc1ccccc1C(=O)OCC(=O)N(C)c1ccccc1
    101.0, -0.2
Cn1cccc1Cc1nnc(SCC(=O)Nc2ccc3c(c2)OCO3)n1CCc1ccccc1
    101.0, 0.4
O=S(=O)(NC1CCN(Cc2c(F)cccc2Cl)CC1)c1cccc2nonc12
    103.0, 0
O=C(COc1ccc(Cl)cc1Cl)Nc1ncccn1
    101.0, 0.3
CN1CCN(C(=O)/C(=C/c2ccc(N(C)C)cc2)NC(=O)c2ccccc2)CC1
    106.0, 1.3
Cc1ccc(S(=O)(=O)c2cnc(SCC(=O)Nc3cc(C)cc(C)c3)nc2N)cc1
    101.0, -1
COc1ccc(C2CC(=O)c3cnn(-c4nc5ccccc5s4)c3C2)cc1 (stereo not given)
    100.0, -0.2
COc1ccc(CC(=O)Nc2ccc3nc(Nc4cccc(Cl)c4)cc(C)c3c2)cc1
    107.0, 0.2
COC(=O)c1ccc(C)c(NC(=O)C(OC)c2ccccc2)c1 (stereo not given)
    101.0, 0
COC(=O)c1ccccc1NC(=O)Nc1nnc(N2CCC(C)CC2)s1
    108.0, 0.2
COc1cccc(C(=O)NC(C)C(c2cccs2)N2CCN(C)CC2)c1 (stereo not given)
    103.0, 1
O=C(Cc1c(Cl)cccc1Cl)OCc1ccccn1
    106.0, 0.4
O=C(O)Cc1coc2cc(O)ccc12
    97.0, -0.7
COc1ccc(Br)cc1C1CC(=O)Nc2c1c(C)nn2-c1nc(C)cc(C)n1 (stereo not given)
    102.0, -1.1
O=C(NCc1nc(-c2ccc(Cl)cc2)no1)NC1CCCCC1
    103.0, -0.1
COc1cc(C)ccc1OCCSc1nc2ccc(NC(=O)c3ccc(C)cc3)cc2s1
    108.0, 0.2
Cc1c2cnn(CC(=O)N3CCc4ccccc43)c(=O)c2c(C)n1Cc1ccc(Cl)cc1
    102.0, 0
O=C(O)Cn1ccc2ccccc21
    97.0, -1
CC(C(=O)Nc1ccccc1)N1C(=O)c2ccccc2C1=O (stereo not given)
    102.0, 0.1
CC(=O)N1CCc2cc(S(=O)(=O)NC(CC(C)C)C(=O)NCCc3ccccc3)ccc21 (stereo not given)
    106.0, 0.4
Cc1ccc(Nc2cc(C(=O)N3CCCC3)c3ccccc3n2)cc1C
    101.0, -0.5
CCOc1ccc(N(CC)c2nc(-c3ccc(OC)cc3)no2)cc1
    102.0, -0.4
CCc1ccc(NC(=O)CSc2ncnc3ccccc23)cc1
    102.0, 0.3
O=C(CC1CC2CCC1C2)NC1CCCCCCC1 (stereo not given)
    104.0, 1
COc1ccc(-c2noc(CCCC(=O)N(C)C)n2)cc1
    102.0, 0.4
CN=C1S/C(=C/c2cccc(F)c2)C(=O)N1C
    99.0, -0.7
CC(C)NC(=O)CSCc1csc2c1CCCC2
    104.0, 0.8
CCOC(=O)c1c(NC(=O)c2cc3ccccc3c(=O)o2)sc2c1CCCC2
    108.0, 0.7
CCC(=O)N(CCN1C(=O)c2ccccc2C1=O)c1ccc(C)cc1C
    104.0, 0.3

Additional records.
Fields: PV pol inh, PV pol inh FP z-score
Cc1cc(C(F)(F)F)c(C#N)c(SCC(=O)O)n1
    99.0, -1.5
Cc1c(CCC(=O)O)c(=O)oc2cc3occ(-c4ccccc4)c3cc12
    99.0, -1
CCOc1ccccc1C(=O)Oc1c(Sc2ccccc2)c(C)nn1C(C)(C)C
    101.0, -1.2
COc1cc(NC(=O)CCS(=O)(=O)c2ccc3c(c2)n(C)c(=O)c(=O)n3C)cc(OC)c1
    101.0, -0.9

Assay outcomes as filed in PubChem.
